Assay outcomes deposited in PubChem by several laboratories.
HIF act: HIF pathway transcriptional activators, primary screen, cell-based, U2OS HRE-luciferase, luminescence. actives 0.32% (n = 300,000). U2OS HRE-luciferase reporter; normalized: DMSO 0%, desferrioxamine 100%. activation, % at 7.5 µM (by protocol);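 active means mean activation of at least 10% of the iron chelator positive control signal, with at least half of replicates also reaching 10%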
AI-2 QS modul: Vibrio harveyi AI-2 quorum sensing modulators, primary screen, JMH597 strain, luminescence/OD600 ratio | activity change, % at 7.5 µM | AID 2094, 2009 | actives 0.4% (n = 300,000) | Vibrio harveyi JMH597 AI-2 luminescence/OD600 ratio, 9 h; active compounds read low; strain lacks LuxN and CqsS sensors; 0 = neutral-control median; in the data active means activity change below about -75%, passing the limit was not always enough;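 further: luminescence divided by OD600 gain over 9 h not by final OD600 alone; inactives centre near 13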
KLF5 inh: KLF5 expression inhibitors, primary screen, DLD-1 cells, luminescence. DLD-1 KLF5 promoter-luciferase reporter. inhibition, % at 5 µM. actives 0.23% (n = 290,000). AID 1700, 2009;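 active means inhibition above a per-plate limit of that plate's mean compound inhibition plus 3 SD, cut at about 60% in these data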;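 further: 0% = DMSO wells and 100% = LY294002 at 200 µM; higher means less KLF5 promoter-driven luciferase light; inactives centre near -14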
SKKanGAS inh: S. pyogenes SKKanGAS growth inhibitors in kanamycin, primary screen, streptokinase expression inhibitor project, SKKanGAS strain, BacTiter-Glo luminescence. 6 h. inhibition, % at 7.5 µM. actives 1.3% (n = 300,000). AID 1662, 2009;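 active means mean replicate score, as percent of positive control median, at least 50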;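 further: strain carries kanamycin resistance gene driven by streptokinase promoter and grows in 40 µg/ml kanamycin; loss of luminescence reflects streptokinase promoter inhibition or plain growth inhibition; 0% = median of DMSO wells and 100% = positive control at its reference dose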
HSP90 inh: HSP90 inhibitors, primary screen, cell lysate, luminescence; AID 1789, 2009; actives 0.91% (n = 290,000); Rabbit reticulocyte lysate, luciferase refolding luminescence, 3 h; Heat shock protein HSP 90 (rabbit reticulocyte lysate; luciferase refolding); inhibition, % at 5.6 µM;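 active means inhibition above the screen-wide mean plus 3 SD, computed separately per campaign, cut at about 16% in these data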;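 further: 0% = DMSO wells and 100% = 60 µM geldanamycin wells; inhibitors lower the luminescence because luciferase stays unfolded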
HSF1 activator: HSF-1 activators, primary screen, NIH3T3-HGL cells, MG132 stress, luminescence, single point; NIH3T3-HGL HSF-1 luciferase reporter, 8 h; 100% = twice DMSO control signal; activation, % at 9 µM; actives 1.7% (n = 300,000);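 active means mean replicate activation of at least 50% with a set share of replicates each reaching 50%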;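 further: 0% = median of the neutral control wells and 100% = twice that signal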
IEC-6 cytotox: cytotoxicity in IEC-6 intestinal epithelial cells, primary screen, cytotoxicity control for KLF5 inhibitor project, cell-based, luminescence | inhibition, % at 5 µM | IEC-6 cytotoxicity, luminescence viability | AID 1825, 2009 | actives 0.78% (n = 290,000); in the data active means inhibition above about 22%;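 further: 0% = plate median of test compound wells and 100% = cytotoxic reference compound wells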
aSyn UTR inh: MLPCN primary screen, SNCA 5' untranslated region | alpha-synuclein 5'UTR reporter, inhibitor activity | inhibition, % (tested at 7.5 µM) | actives 0.82% (n = 300,000) | AID 1813, 2009; in the data active means inhibition above about 60%;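 further: H4 neuroglioblastoma cells stably carrying SNCA 5'UTR luciferase fusion; 0% = DMSO wells and 100% = positive control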
Platelet DG rel: inhibitors of platelet dense granule secretion, primary screen, cell-based, MLPCN, human platelets. human platelet-rich plasma, SFLLRN dense granule ATP release, luminescence. inhibition, %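 (compounds screened at 7.5 µM in platelet-rich plasma)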. actives 0.22% (n = 300,000). AID 1663, 2009;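 active means mean replicate score, as percent of positive control, at or above 50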
HSF1 inhib: HSF1 inhibitors in luciferase reporter cells, primary screen, cell-based, NIH3T3, luminescence; NIH3T3-HGL HSE-luciferase, MG132-induced, luminescence 8 h; active compounds read low; actives 0.77% (n = 300,000); AID 2098, 2009; activity change, negative = inhibition, % at 7.5 µM (by protocol);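 active means more than half of replicate wells show activity change below -50%, luminescence cut by over half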;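 further: luciferase reports HSF-1 transcriptional activity via heat shock element; 0% = median of DMSO wells and -100% = zero luminescence signal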
Active calls of the source: *; . = not tested or not shown.

[1] COc1ccc([N+](=O)[O-])cc1-n1cnnn1
[2] CCN(CC)S(=O)(=O)c1ccc(C(=O)OCCN2C(=O)c3cccc4c(N5CCOCC5)ccc(c34)C2=O)cc1
[3] CN(CC(=O)N1CCN(Cc2ccccc2)CC1)S(=O)(=O)c1cccc2nsnc12
[4] CS(=O)(=O)N1CCN(CC(=O)NC2CCCC2)CC1
[5] O=[N+]([O-])c1ccc(Cl)c(S(=O)(=O)Nc2ccc(S(=O)(=O)N3CCOCC3)cc2)c1

entry no.	1	2	3	4	5
HIF act	-0.2	-0.4	-1.0	-0.2	-0.1
AI-2 QS modul	20	30	21	9	15
KLF5 inh	-2	-15	-18	-26	22
SKKanGAS inh	3	17	-9	-2	0
HSP90 inh	-2	0	-7	4	2
HSF1 activator	-13	1	2	-7	-17
IEC-6 cytotox	4	7	-6	0	6
aSyn UTR inh	4	-4	-7	-8	-6
Platelet DG rel	-1	6	2	4	-10
HSF1 inhib	-1	-2	-4	-10	-5

[6] CCCCOCCCNC(=O)c1c(-c2ccccc2)noc1C
[7] CCN(c1cccc(C)c1)S(=O)(=O)c1ccc(-c2ccc(=O)[nH]n2)o1
[8] COC(=O)c1ccccc1OC(=O)c1cc[n+]([O-])cc1
[9] O=C(CSc1nc2sc3c(c2c(=O)[nH]1)CCC3)NCCO
[10] O=C(NCCNCc1ccccn1)c1ccco1

entry no.	6	7	8	9	10
HIF act	-0.2	0.7	-0.1	0.2	0.1
AI-2 QS modul	7	4	18	10	23
KLF5 inh	-1	-14	-27	29	-48
SKKanGAS inh	7	-3	7	3	-3
HSP90 inh	-1	-1	-2	2	3
HSF1 activator	-4	22	2	7	10
IEC-6 cytotox	4	1	-8	2	-2
aSyn UTR inh	7	2	9	17	-16
Platelet DG rel	-1	-13	-9	7	15
HSF1 inhib	-13	0	4	-7	3

[11] CCC1CCCCN1C(=S)NC1CCCCC1 (stereo unspecified)
[12] Cc1nc(N/C(N)=N/S(=O)(=O)c2ccc([N+](=O)[O-])cc2)nc2ccccc12
[13] Cc1cc(NC(=O)Nc2ccccc2[N+](=O)[O-])no1
[14] CN(C)c1nc(N)nc(N(c2ccccc2)c2ccccc2)n1
[15] O=C(CNC(=O)C1CCCCC1)NNC(=O)c1ccccc1Br

entry no.	11	12	13	14	15
HIF act	-0.3	-0.5	1.0	0.0	-0.3
AI-2 QS modul	8	5	9	9	22
KLF5 inh	-37	-35	-7	-10	-22
SKKanGAS inh	24	5	0	-7	5
HSP90 inh	1	5	5	-3	-3
HSF1 activator	6	13	23	-3	-1
IEC-6 cytotox	3	1	-1	0	1
aSyn UTR inh	-24	25	-27	-4	5
Platelet DG rel	1	1	7	-27	2
HSF1 inhib	-10	4	0	2	-5

[16] CC(C)CCC(C)NC(=O)Cc1ccc(S(=O)(=O)N2CCOCC2)s1 (stereo unspecified)
[17] O=C(NCc1cccc(Cl)c1)c1ccc(CS(=O)Cc2ccccc2Cl)o1 (stereo unspecified)
[18] COc1ccc(C2=CSC3=NCCN23)cc1Br
[19] CN1C(=O)C(CC(=O)Nc2ccccc2F)N(NC(=O)c2ccc(Br)cc2)C1=S (stereo unspecified)
[20] COc1ccc(-c2cc(C(F)(F)F)n3nc(C(=O)NCCN4CCOCC4)cc3n2)cc1

entry no.	16	17	18	19	20
HIF act	0.2	0.2	-0.6	-1.4	-0.4
AI-2 QS modul	14	12	-8	14	28
KLF5 inh	-34	-7	.	-29	-31
SKKanGAS inh	-3	9	-6	2	3
HSP90 inh	-3	-3	.	2	4
HSF1 activator	-3	-2	3	-2	-15
IEC-6 cytotox	-5	-5	.	-2	4
aSyn UTR inh	13	39	-9	11	22
Platelet DG rel	-15	-6	-7	-7	8
HSF1 inhib	-3	-4	-3	1	-3

[21] O=C(NCCN1CCOCC1)c1ccc2c(c1)N(Cc1ccc(Cl)cc1)CCS2
[22] CCCCOc1ccc(C(=O)NCC(=O)N2CCN(C(=O)c3ccco3)CC2)cc1
[23] N/C(CC(=O)Nc1ccc(F)cc1F)=N\OC(=O)c1cccs1
[24] CCOc1cccc(OCCn2cnc3ccccc3c2=O)c1
[25] COc1ccccc1N1CCN(C(=O)C(C)N(c2ccccc2)S(C)(=O)=O)CC1 (stereo unspecified)

entry no.	21	22	23	24	25
HIF act	0.4	-0.3	0.0	3.4	0.3
AI-2 QS modul	1	19	1	17	18
KLF5 inh	-33	.	-23	-32	-39
SKKanGAS inh	-3	1	4	-1	2
HSP90 inh	2	.	3	2	-5
HSF1 activator	16	2	4	47	-14
IEC-6 cytotox	-2	.	-1	5	-3
aSyn UTR inh	-11	10	30	-79	24
Platelet DG rel	3	-3	-3	12	13
HSF1 inhib	11	-2	-11	34	-11

[26] COC(=O)C1=C(CS(=O)(=O)c2cc(OC)ccc2OC)NC(=O)NC1c1ccc(O)c(OC)c1 (stereo unspecified)
[27] CCC(CC(C)(C)O)C(=O)NNC(=S)Nc1ccccc1 (stereo unspecified)
[28] N#C/C(=C1/CCCN1)c1ccccn1
[29] CC(C)(C)C1CCC(OCC(O)CN2CCN(c3ccccn3)CC2)CC1 (stereo unspecified)
[30] NCC/C=C1/c2ccccc2CSc2ccccc21

entry no.	26	27	28	29	30
HIF act	-0.7	1.0	-0.2	0.8	0.2
AI-2 QS modul	21	9	9	54	13
KLF5 inh	-13	-40	-10	-10	-20
SKKanGAS inh	2	-2	-4	-2	5
HSP90 inh	-3	-3	2	-7	5
HSF1 activator	1	5	-10	-44	-3
IEC-6 cytotox	1	-2	-5	0	0
aSyn UTR inh	6	-14	7	17	3
Platelet DG rel	10	2	10	-2	-2
HSF1 inhib	5	-6	-3	-32	-11

[31] COc1cc2c(cc1OC)CN(Cc1ccc(C)cc1)CC2
[32] CCCCS(=O)(=O)/C=C/[C@H]1[C@H](S(=O)(=O)CCCC)[C@H]2C=C[C@@H]1C2
[33] CC(=O)c1cccc(NC(=O)C(C)OC(=O)c2cc(=O)[nH]c3ccccc23)c1 (stereo unspecified)
[34] CCn1c(SCC(=O)Nc2ccc3c(c2)n(C)c(=O)n3C)nnc1-c1ccncc1
[35] CCn1c(CNC(=O)c2ccccc2F)nnc1SCC(=O)Nc1nncs1

entry no.	31	32	33	34	35
HIF act	-1.2	-0.6	-1.3	-0.7	-0.1
AI-2 QS modul	24	12	23	20	27
KLF5 inh	-6	3	.	-11	-25
SKKanGAS inh	-5	1	-1	-2	2
HSP90 inh	-4	2	.	-5	-1
HSF1 activator	1	-16	6	-11	15
IEC-6 cytotox	9	1	.	-1	-9
aSyn UTR inh	-4	7	19	19	9
Platelet DG rel	-2	-1	1	2	-2
HSF1 inhib	-6	-2	0	-8	-2

[36] COc1cccc(-c2nn(C)c3sc(C(=O)N4CCN(c5ccccc5)CC4)cc23)c1
[37] CCN(CC)C(=O)CN(c1cccc(Br)c1)S(C)(=O)=O
[38] CC(=O)c1cccc(S(=O)(=O)Nc2ccc(N3CCOCC3)cc2)c1
[39] Cc1cc(C(F)F)nn1CC(=O)NCc1ccc(Cl)cc1Cl
[40] COc1ccc(NC(=O)CS(=O)CC(=O)NC2CCCc3ccccc32)cc1 (stereo unspecified)

entry no.	36	37	38	39	40
HIF act	2.4	-0.3	-0.5	0.2	0.0
AI-2 QS modul	0	21	26	19	33
KLF5 inh	5	-13	-11	-54	-14
SKKanGAS inh	29	2	-1	-2	-6
HSP90 inh	3	0	-4	-2	2
HSF1 activator	15	-9	-1	8	-14
IEC-6 cytotox	1	0	-5	-1	-6
aSyn UTR inh	-2	18	2	5	-5
Platelet DG rel	-3	-3	-12	0	0
HSF1 inhib	11	3	-4	9	5

[41] CCOC(=O)C1CCN(C(=O)C(C)N(c2ccc(Oc3ccccc3)cc2)S(C)(=O)=O)CC1 (stereo unspecified)
[42] CCc1ccc2nc(-c3cccc(C)c3)nc(SCC(=O)NCC3CCCO3)c2c1 (stereo unspecified)
[43] COc1ccc(OC)c(CNc2ccc3c(c2)CCC3)c1
[44] CCOC(=O)c1cc2c(ccn2C)n1Cc1ccc(Cl)cc1
[45] O=C(c1ccco1)N1CCN(c2ncnc3c2[nH]c2ccc(Br)cc23)CC1

entry no.	41	42	43	44	45
HIF act	-0.4	-0.3	2.0	-0.5	-0.1
AI-2 QS modul	24	13	19	10	-36
KLF5 inh	-15	3	-1	-24	-15
SKKanGAS inh	-3	-3	1	-9	21
HSP90 inh	0	3	1	0	0
HSF1 activator	-12	-4	-41	15	27
IEC-6 cytotox	0	-2	7	0	1
aSyn UTR inh	-7	22	-118	25	10
Platelet DG rel	11	-4	-2	0	-33
HSF1 inhib	-3	0	-26	12	12

[46] O=C(O)C1C2CCC(O2)C1C(=O)Nc1ccccc1Br (stereo unspecified)
[47] O=C(Cn1cnc2c(nnn2Cc2ccc(F)cc2)c1=O)NCc1ccccc1
[48] CCOc1ccc(N(CC(=O)Nc2cccc(OC)c2)S(C)(=O)=O)cc1
[49] COc1ccccc1C1/C(=C(/O)c2ccccc2)C(=O)C(=O)N1CC(C)O (stereo unspecified)
[50] OCCC1CN(Cc2cn[nH]c2C2CCCCC2)CCN1C1CCCCC1 (stereo unspecified)

entry no.	46	47	48	49	50
HIF act	1.6	-0.1	1.2	-0.1	0.2
AI-2 QS modul	18	12	28	21	21
KLF5 inh	-28	-7	-79	-3	16
SKKanGAS inh	3	-18	-4	-4	1
HSP90 inh	-8	-1	0	-2	2
HSF1 activator	-2	-11	3	-3	-8
IEC-6 cytotox	-6	-1	0	-1	7
aSyn UTR inh	-7	-1	-29	-8	-13
Platelet DG rel	8	9	0	2	0
HSF1 inhib	-2	-7	-1	-2	3

[51] O=C(CSc1nnc(-c2ccco2)n1-c1ccccc1Cl)Nc1cccc(C(=O)O)c1
[52] Cc1nnsc1C(=O)Nc1cccc(Cl)c1
[53] Cc1nc(N2CCN(S(=O)(=O)c3ccccc3C#N)CC2)c2c(-c3cccs3)csc2n1
[54] Cc1ccc(-c2cc(C(=O)NCc3cn(C)nc3C)c3cc(Br)ccc3n2)cc1

entry no.	51	52	53	54
HIF act	-0.2	0.2	-0.3	0.5
AI-2 QS modul	13	-7	12	17
KLF5 inh	-15	1	-19	-9
SKKanGAS inh	-5	-12	3	30
HSP90 inh	-4	-1	-3	-1
HSF1 activator	-2	18	13	16
IEC-6 cytotox	-1	5	-3	5
aSyn UTR inh	-3	-8	18	-88
Platelet DG rel	-4	3	-3	1
HSF1 inhib	-5	1	14	9
